# LYPLA2 inh: LYPLA2 (human) inhibition in PME1 counter-screen; recombinant LYPLA2, FP-Rh probe fluorescence polarization; O95372; inhibition, % at 5.9 µM; hit rate 0.38% among 320,000; AID 2177;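 active means inhibition above the screen-wide mean plus 3 SD, limit set per campaign, cut at about 26% in these data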;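 further: 0% = LYPLA2 with DMSO and 100% = wells lacking LYPLA2 enzyme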
# Target sequence (O95372 whole entry, looked up): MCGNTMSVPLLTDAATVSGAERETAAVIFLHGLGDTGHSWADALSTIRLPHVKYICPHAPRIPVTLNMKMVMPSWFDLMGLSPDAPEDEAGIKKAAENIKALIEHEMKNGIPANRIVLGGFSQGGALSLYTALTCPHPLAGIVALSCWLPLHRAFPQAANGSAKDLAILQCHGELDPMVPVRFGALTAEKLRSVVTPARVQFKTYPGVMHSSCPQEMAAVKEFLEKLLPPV
# PREPL inh: inhibitors of human prolyl oligopeptidase-like enzyme PREPL; Q4J6C6; recombinant PREPL, fluorescence polarization activity-based probe; inhibition, % at 5.96 µM; hit rate 0.68% among 320,000; in the data active means inhibition above about 43%;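 further: 0% = enzyme with DMSO and 100% = wells lacking enzyme; many of its hits are not listed in these tables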
# PAFAH2 FP inh: inhibitors of human PAFAH2 | inhibition, % at 3.39 µM | hit rate 0.99% among 340,000 | recombinant PAFAH2, FP-rhodamine activity probe, fluorescence polarization | Q99487;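 active means inhibition above the mean over all tested compounds plus 3 SD, cut at about 30% in these data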;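 further: inhibitors block probe labeling of enzyme so polarization drops; 0% = enzyme with DMSO and 100% = wells lacking PAFAH2 protein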
# pPAFAH FP inh: pPAFAH (human) enzyme inhibition; recombinant pPAFAH, FP-rhodamine probe fluorescence polarization; inhibition, % at 3.39 µM; hit rate 1.5% among 330,000;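 active means inhibition above the mean inhibition across the screen plus 3 SD, cut at about 25% in these data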;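 further: inhibitors block binding of the rhodamine activity-based probe so polarization drops; 0% = enzyme with DMSO and 100% = wells lacking pPAFAH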
# ZTA counter: blocks Epstein-Barr virus ZTA, an EBNA-1 counter-screen; P03206; inhibition, % at 11 µM; ZTA-DNA binding, fluorescence polarization; AID 2234; hit rate 0.15% among 320,000; in the data active means inhibition above about 33%
# Target sequence (P03206 whole entry, looked up): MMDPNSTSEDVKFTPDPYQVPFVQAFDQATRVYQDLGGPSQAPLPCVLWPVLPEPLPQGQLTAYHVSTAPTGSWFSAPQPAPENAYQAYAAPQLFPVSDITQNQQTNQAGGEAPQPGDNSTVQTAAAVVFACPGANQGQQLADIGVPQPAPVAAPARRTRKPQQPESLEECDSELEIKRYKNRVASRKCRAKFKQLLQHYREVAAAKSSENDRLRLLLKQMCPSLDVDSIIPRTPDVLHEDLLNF
# LYPLA1 counter: LYPLA1 (human) inhibition in PME1 counter-screen | AID 2174 | recombinant LYPLA1, FP-Rh probe fluorescence polarization | inhibition, % at 5.9 µM | hit rate 0.16% among 320,000;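 active means inhibition above the mean of all tested compounds plus 3 SD, set per campaign, cut at about 14% in these data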;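 further: inhibitors block serine hydrolase probe labeling of LYPLA1 so polarization falls; 0% = enzyme with DMSO and 100% = wells lacking LYPLA1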
# Target sequence (O75608 whole entry, looked up): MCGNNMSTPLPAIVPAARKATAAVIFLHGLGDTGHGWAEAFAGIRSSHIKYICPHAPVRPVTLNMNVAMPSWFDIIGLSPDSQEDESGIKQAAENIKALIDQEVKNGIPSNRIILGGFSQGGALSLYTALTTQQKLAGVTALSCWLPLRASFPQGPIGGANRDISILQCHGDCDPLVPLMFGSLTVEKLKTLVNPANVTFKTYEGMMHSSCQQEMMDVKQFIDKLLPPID
# EBNA-1 inhibitor: blocks EBNA-1 binding to DNA; inhibition, % at 14.8 µM; EBNA-1 DNA binding, fluorescence polarization; hit rate 0.34% among 300,000; in the data active means inhibition above about 28%
# PAFAH1B2 FP inh: blocks human PAF acetylhydrolase 1b catalytic subunit 2; recombinant PAFAH1B2, FP-rhodamine activity probe, fluorescence polarization; P68402; inhibition, % at 3.39 µM; hit rate 1.2% among 340,000;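 active means inhibition above the mean of all tested compounds plus 3 SD, cut at about 24% in these data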;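 further: 0% = enzyme with DMSO and 100% = wells lacking PAFAH1B2; many of its hits are not listed in these tables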
# Target sequence (P68402 whole entry, looked up): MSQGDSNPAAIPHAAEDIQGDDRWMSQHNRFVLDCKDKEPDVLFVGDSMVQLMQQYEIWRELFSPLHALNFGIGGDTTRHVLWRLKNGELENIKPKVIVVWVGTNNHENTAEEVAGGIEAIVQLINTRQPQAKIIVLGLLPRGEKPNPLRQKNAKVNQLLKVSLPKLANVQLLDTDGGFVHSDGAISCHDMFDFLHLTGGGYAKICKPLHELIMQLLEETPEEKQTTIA
# PAFAH1B3 inh: inhibitors of human PAFAH1B3; recombinant PAFAH1B3, FP-rhodamine probe, fluorescence polarization; inhibition, % at 3.39 µM; hit rate 0.28% among 340,000; AID 492972;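 active means inhibition above the screen-wide average of all tested compounds plus 3 SD, cut at about 25% in these data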;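 further: 0% = enzyme with DMSO only and 100% = wells lacking PAFAH1B3 protein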
# The depositor's hits bear a star; x = not tested or not shown.
# The line under a structure holds: LYPLA2 inh	PREPL inh	PAFAH2 FP inh	pPAFAH FP inh	ZTA counter	LYPLA1 counter	EBNA-1 inhibitor	PAFAH1B2 FP inh	PAFAH1B3 inh
O=C(O)c1cccc2cc(-c3ccccc3)oc(=O)c12
 : 3.7	5.2	4.7	3.6	13.1	3.5	2.5	1.6	7.0
Cn1c(=O)c2c(nc(Br)n2Cc2ccc3ccccc3c2)n(C)c1=O
 : 1.6	-45.0	11.1	-2.1	0.9	1.5	7.0	2.8	7.9
COC(=O)c1cnn2c(C(F)(F)F)cc(-c3ccco3)nc12
 : 5.7	2.8	-1.3	5.2	4.7	1.7	-6.8	-3.6	6.7
O=c1[nH]c(CO)nc2c1oc1ccccc12
 : 11.7	-0.1	-2.3	2.7	-11.9	6.7	-4.1	1.6	7.9
Cc1cccc(C(C)C)c1NC(=O)CN1C(=O)NC2(CCc3ccccc32)C1=O (stereo unspecified)
 : -0.8	-1.6	-0.9	1.3	-9.9	2.4	5.0	-1.9	3.0
CN(CCOCCOc1ccc(F)cc1)Cc1ccccc1
 : 2.2	19.9	-5.9	6.9	-2.4	4.4	3.2	7.2	7.1
COCc1ccc(CN2CCCC(CO)(Cc3ccccc3)C2)o1 (stereo unspecified)
 : -0.2	-8.9	6.8	3.2	-17.8	3.8	-13.9	2.5	7.0
CCCCSc1nc(C)c(CC(=O)O)c(=O)[nH]1
 : 1.0	0.9	4.4	2.2	17.4	-0.8	-5.4	9.0	-1.4
COc1ccc(OC)c(S(=O)(=O)Nc2cccc(F)c2)c1
 : -0.8	3.1	-1.3	13.5	2.6	-0.7	-0.8	1.2	4.0
COC(=O)C(Cc1ccc(OC(=O)c2ccccc2C)cc1)N1Cc2ccccc2C1=O (stereo unspecified)
 : 3.3	10.3	4.0	3.7	5.4	-4.4	-5.0	-0.8	1.3
COc1ccc(NC(=O)c2ccc3c(c2)C(=O)N(CC2CCCO2)C3=O)cc1 (stereo unspecified)
 : -2.5	-76.7	-0.1	3.3	8.2	-1.4	3.0	2.9	8.9
O=C(CCc1nnc(-c2ccsc2)o1)N1CCc2c(Cl)cccc2C1
 : 0.8	-58.0	-2.6	-4.8	-2.9	0.8	-10.7	0.8	4.9
O=C(O)CN1C(=O)S/C(=C\c2cccnc2)C1=O
 : -3.5	-12.3	-9.5	0.2	-8.7	1.2	-7.6	-0.9	1.1
O=C(COC(=O)C1=NN(c2ccccc2)C(=O)CC1)Nc1nc(-c2ccc(F)cc2)cs1
 : x	-26.4	3.5	6.6	x	x	x	1.8	15.2
COC(=O)CSc1nc(N)c2c3c(sc2n1)CCCC3
 : 2.7	0.1	-5.2	2.5	2.3	-0.9	-9.7	2.9	-0.8
NC(=O)C(c1ccccc1)C1CCCCC1 (stereo unspecified)
 : -5.5	1.1	-1.4	-0.9	-0.5	-1.9	9.8	5.7	1.9
Cc1cccnc1NC(=O)Nc1ccc(Cl)cc1
 : 0.1	-23.6	2.7	-1.6	-9.6	0.7	-21.8	-4.7	-1.7
Cc1ccccc1CN(c1ccc(C(=O)NCC2CCCO2)cc1)S(C)(=O)=O (stereo unspecified)
 : 3.0	3.2	-2.0	-0.4	-9.4	-2.1	7.9	6.8	-2.9
COc1cc([N+](=O)[O-])ccc1NC(=O)CSc1nnc(C)c(C)n1
 : 5.2	16.4	-6.8	4.9	10.6	1.9	2.4	4.4	1.6
CCOC(=O)C(=Cc1ccc(-n2cncn2)cc1)C(=O)OCC
 : -4.0	-6.8	-1.5	-0.9	-4.2	-3.3	1.7	0.8	-0.2
CCn1cc(C(=O)N[C@@H](C)C(=O)OC)c(=O)c2cc3c(cc21)OCO3
 : -2.3	-8.4	2.4	-1.0	-0.9	-0.8	-10.6	-0.8	4.1
COc1ccc(C(=O)OC(C)C(=O)NC2CCCc3ccccc32)cc1OC (stereo unspecified)
 : 1.3	9.6	-2.6	1.2	-3.2	0.7	x	5.0	8.0
CC(C)Cn1c(-c2ccccc2F)n[nH]c1=S
 : 0.6	-7.4	-0.8	-3.4	-8.8	3.0	-10.3	8.8	2.4
CO/C(N)=C(\C#N)N=Cc1ccccc1Cl
 : 3.1	1.5	9.6	3.4	18.2	1.6	2.3	4.6	5.0
O=C(NCc1ccc(F)cc1)c1cc2c(s1)CCCC2
 : 7.0	-4.5	-13.0	2.1	10.4	-4.3	-6.7	6.6	1.5
COc1cc(/C=C/C(=O)OC[C@H]2O[C@H](OC3(CO)OC(CO)C(O)C3O)[C@H](O)[C@@H](O)[C@@H]2O)ccc1O (stereo partly specified)
 : x	22.3	-1.8	-0.9	x	x	x	-2.1	7.7
CCCN1C(=O)c2cc(C(=O)NC3CCCCCC3)ccc2C1O (stereo unspecified)
 : 1.6	3.1	7.3	-0.6	-13.3	-1.2	1.3	-1.6	0.6
Cc1ccccc1CSc1nnc(C)c(=O)[nH]1
 : -0.3	-4.5	14.2	5.4	3.8	-0.8	1.6	12.8	7.9
CC(C)=C1C2CCC1C1C(=O)N(c3nc(-c4ccc(C(C)C)cc4)c(C)s3)C(=O)C21 (stereo unspecified)
 : -2.6	8.0	-2.2	0.8	4.6	-0.6	-14.9	3.4	-1.4
COc1ccc(Nc2nc(N3CCCCC3)nc(N3CCCCC3)n2)c(OC)c1
 : 2.0	10.5	0.5	4.3	2.8	3.1	-2.8	3.3	7.0
Cc1ccc(Cl)cc1NC(=O)CC(O)(C(F)(F)F)C(F)(F)F
 : -8.2	3.2	-5.5	-8.3	-0.1	-2.3	-4.4	7.1	6.1
COc1ccccc1C1CN(c2ccc(F)cc2F)N=C1c1cccs1 (stereo unspecified)
 : 7.1	19.2	-5.8	10.1	-3.2	-0.5	8.9	-0.6	4.4
C/C(=N\Nc1ccc([N+](=O)[O-])cc1[N+](=O)[O-])C(C)(C)C(C(=O)O)C(=O)O
 : 6.7	14.4	-5.1	0.5	-8.9	6.2	-11.8	0.4	-4.3
O=C(Nc1cc(C(F)(F)F)ccc1Cl)C(Sc1nnc(-c2cccs2)o1)c1ccccc1 (stereo unspecified)
 : -2.1	0.1	-2.8	3.8	4.8	-3.1	-3.8	5.3	4.8
Cc1noc(C)c1COc1ccccc1C(=O)N(C)CC(=O)Nc1ccc(Cl)c(Cl)c1
 : 2.7	-1.5	4.0	4.1	-2.5	2.0	-3.1	3.1	8.9
O=c1cc(Cl)c2ccccc2n1-c1ccccc1
 : 2.9	7.7	-10.5	1.6	-10.7	-5.0	14.5	5.3	4.5
CC(=O)N(C(C)=O)c1cccc2c(N(C(C)=O)C(C)=O)cccc12
 : -0.3	-0.8	-4.0	1.8	14.2	-1.4	6.4	7.0	3.0
Cc1cc(SCC(=O)NCCC2=CCCCC2)nc2ccccc12
 : -4.7	-9.6	2.8	0.6	-2.9	-1.2	-8.1	0.7	3.9
NNC(=O)c1nc[nH]c1C(=O)Nc1ccccn1
 : 0.5	-1.0	1.2	5.2	0.9	-1.1	-0.9	-3.5	6.3
COc1ccc(-c2nn(-c3ccccc3)cc2N)cc1
 : -5.2	5.6	6.1	3.6	-1.6	-2.4	2.5	2.6	7.7
Clc1ccc(OCCCCCN2CCCC2)c(Br)c1
 : 3.2	14.8	-2.4	8.2	1.7	2.8	5.1	2.1	-4.0
CCOC(=O)c1cnc(SCc2nc(N)nc(Nc3ccccc3OC)n2)nc1N
 : -9.4	-11.3	x	-1.6	8.4	-1.9	2.0	x	x
Cn1c(N)c(C(=O)COC(=O)CCc2nc3ccccc3s2)c(=O)n(C)c1=O
 : 0.9	38.5	-2.7	0.9	-5.8	-2.9	-11.6	2.0	5.8
COc1ccccc1CNC(=O)Cc1ccc(C)cc1
 : -0.4	-6.2	3.5	4.8	-6.8	1.4	-11.9	-4.8	4.2
COc1ccc(-c2csc(-c3ccccc3)n2)c(OC)c1
 : -6.9	-8.3	-3.5	7.8	-2.6	0.0	0.1	3.6	9.7
COc1ccc(S(=O)(=O)N2CCOCC2)cc1NC(=O)CSc1nnc(C2CC2)n1C1CC1
 : -5.0	1.2	1.4	3.0	-1.5	-2.4	x	0.8	7.5
O=Cc1cn(CC(=O)Nc2ccc(F)cc2)c2ccccc12
 : -5.5	6.5	8.0	1.2	-11.2	-2.2	14.0	4.5	-1.2
c1ccc2c(c1)Sc1ccccc1-n1cnnc1-2
 : 1.0	12.6	10.5	-1.3	-10.3	1.6	4.3	8.2	-3.5
O=C(Cc1ccccc1)N[C@@H](Cc1ccccc1)C(=O)O
 : -0.4	1.7	4.8	1.4	-4.0	2.1	1.8	9.6	7.8
COc1cc(/C=C(\C#N)c2ccccn2)ccc1OCc1ccccc1
 : -6.3	33.4	-13.5	5.1	-3.0	-4.4	1.9	4.7	3.3
COc1ccc(NC(=O)c2cccc(S(=O)(=O)N3CCN(c4ccccc4)CC3)c2)c(OC)c1
 : 5.5	15.5	-8.7	8.1	-5.8	-2.0	x	-6.8	-5.9
COc1ccc(-n2c(C)c(C(C)=O)c(C(C)=O)c2C)cc1
 : 4.1	1.5	23.8	3.3	-6.2	-1.2	5.0	2.2	5.0
S=c1[nH]nc(CCSCc2ccccc2)n1-c1ccccc1
 : 3.3	-4.4	10.8	4.4	-0.8	1.6	-7.6	27.6*	8.1
NNc1nc2ccc(Cl)cc2s1
 : 1.3	15.2	-2.5	3.5	-11.7	-1.8	3.1	1.2	4.9
Cc1ccc(-n2ncc3c2CCCC3NC(=O)CSc2ccccn2)cc1C (stereo unspecified)
 : 0.3	-19.0	5.7	-3.5	-2.0	-0.9	6.6	-4.6	2.9
COc1nn(CC(=O)N2N=C(C(F)F)CC2(O)C(F)F)cc1[N+](=O)[O-] (stereo unspecified)
 : 3.4	-1.5	-4.8	3.7	5.0	0.3	1.0	1.4	8.7
CCCOc1ccc(/C(O)=C2/C(=O)C(=O)N(CCCn3ccnc3)C2c2ccc(C)o2)cc1 (stereo unspecified)
 : 3.1	2.0	4.3	5.8	0.5	2.4	4.0	-1.8	1.1
Cc1ccccc1-c1ccc(C=Nc2c(C)n(C)n(-c3ccccc3)c2=O)o1
 : 7.2	11.1	9.8	13.4	-3.4	0.7	-5.7	14.7	-0.9
COc1ccc(C(=O)NN2C(=O)C3C(c4ccccc4)C=CC(c4ccccc4)C3C2=O)cc1 (stereo unspecified)
 : -33.9	-30.3	-17.0	0.6	-7.7	-18.0	-10.1	2.7	-0.6
COC(=O)c1cc(NC(=O)CSc2nnc(CN3CCOCC3)n2C)ccc1Cl
 : 0.2	10.5	0.9	1.6	3.8	-1.6	4.7	-0.6	6.1

# Rewritten in CSV form: entries from further up.
structure,LYPLA2 inh,PREPL inh,PAFAH2 FP inh,pPAFAH FP inh,ZTA counter,LYPLA1 counter,EBNA-1 inhibitor,PAFAH1B2 FP inh,PAFAH1B3 inh
CCOC(=O)c1cnc(SCc2nc(N)nc(Nc3ccccc3OC)n2)nc1N,-9.4,-11.3,x,-1.6,8.4,-1.9,2.0,x,x
COc1ccc(Nc2nc(N3CCCCC3)nc(N3CCCCC3)n2)c(OC)c1,2.0,10.5,0.5,4.3,2.8,3.1,-2.8,3.3,7.0

# (cont.)
# The line under a structure holds: LYPLA2 inh	PREPL inh	PAFAH2 FP inh	pPAFAH FP inh	ZTA counter	LYPLA1 counter	EBNA-1 inhibitor	PAFAH1B2 FP inh	PAFAH1B3 inh
COc1cc(C(=O)Nc2ccc3c(c2)CCN3C(C)=O)cc(OC)c1OC
 : 2.8	1.6	-5.7	-1.7	-3.5	0.7	17.0	3.9	6.5
CCCC1CCC(=NNC(=O)CNc2ccc(OC)cc2)CC1 (stereo unspecified)
 : -0.2	23.8	2.0	12.8	-12.6	-2.6	1.4	2.9	1.4
O=c1[nH]c2ccccc2c(O)c1-[n+]1ccccc1
 : 8.4	1.0	-2.2	2.3	-25.3	3.0	-0.4	-2.1	-0.6
O=C(COC(=O)CC1CC2CCC1C2)Nc1ccccc1Cl (stereo unspecified)
 : x	6.8	44.6*	28.4*	x	x	x	0.0	5.5
S=C(NCc1ccc2c(c1)OCO2)Nc1ccc(-c2nc3ccccc3[nH]2)cc1
 : -52.5	2.5	-20.6	-26.8	6.0	-32.3	12.1	5.7	7.4

# High-throughput results from PubChem.

# These rows are one share of the data; rates above refer to the full screens.
